Screening data (PubChem)
TDP1 block: blocks human tyrosyl-DNA phosphodiesterase 1 | Q9NUW8 | hit rate 0.28% among 350,000 | recombinant TDP1, AlphaScreen DNA substrate cleavage | AID 485290 | Potency, µM (highest dose often 130 µM), for inactives: at the top dose activity change, negative = inhibition, most hits filed as inhibitors; further: nearly all actives have a fitted effect of over 40% in size
Target sequence (Q9NUW8 whole entry, looked up): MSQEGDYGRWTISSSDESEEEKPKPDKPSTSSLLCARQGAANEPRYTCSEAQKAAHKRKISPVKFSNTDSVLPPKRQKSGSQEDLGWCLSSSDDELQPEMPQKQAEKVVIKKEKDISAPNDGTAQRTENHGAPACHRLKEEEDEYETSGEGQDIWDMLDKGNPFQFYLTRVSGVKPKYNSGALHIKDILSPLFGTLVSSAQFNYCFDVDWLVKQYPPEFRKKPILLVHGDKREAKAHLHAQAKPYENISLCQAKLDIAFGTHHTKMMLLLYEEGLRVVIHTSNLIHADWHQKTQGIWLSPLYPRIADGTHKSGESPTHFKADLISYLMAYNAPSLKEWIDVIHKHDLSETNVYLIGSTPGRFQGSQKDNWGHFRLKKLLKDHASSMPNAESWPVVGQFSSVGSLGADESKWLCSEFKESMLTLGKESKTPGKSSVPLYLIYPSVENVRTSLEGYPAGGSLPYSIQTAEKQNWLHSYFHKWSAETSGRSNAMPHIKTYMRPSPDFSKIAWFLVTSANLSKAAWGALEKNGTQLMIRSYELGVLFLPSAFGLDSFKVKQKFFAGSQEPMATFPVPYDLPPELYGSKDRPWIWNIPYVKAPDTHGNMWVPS
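Steps: enzyme plus compound, 15 min RT; add biotin/phosphotyrosine-FITC oligonucleotide (15 nM final), react 5 min; add donor/acceptor beads (10 ug/ml final), 10 min; read AlphaScreen. Tdp1 at 1 nM final.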
FEN1 inhibitor: inhibitors of human flap endonuclease 1; P39748; Potency, µM (highest dose often 114 µM), for inactives: at the top dose activity change, negative = inhibition, actives largely listed as inhibitors; hit rate 0.35% among 390,000; AID 588795; Recombinant FEN1 flap cleavage, fluorescence, 15 min; further: nearly all actives have a fitted effect of over 65% in size
Target sequence (P39748 whole entry, looked up): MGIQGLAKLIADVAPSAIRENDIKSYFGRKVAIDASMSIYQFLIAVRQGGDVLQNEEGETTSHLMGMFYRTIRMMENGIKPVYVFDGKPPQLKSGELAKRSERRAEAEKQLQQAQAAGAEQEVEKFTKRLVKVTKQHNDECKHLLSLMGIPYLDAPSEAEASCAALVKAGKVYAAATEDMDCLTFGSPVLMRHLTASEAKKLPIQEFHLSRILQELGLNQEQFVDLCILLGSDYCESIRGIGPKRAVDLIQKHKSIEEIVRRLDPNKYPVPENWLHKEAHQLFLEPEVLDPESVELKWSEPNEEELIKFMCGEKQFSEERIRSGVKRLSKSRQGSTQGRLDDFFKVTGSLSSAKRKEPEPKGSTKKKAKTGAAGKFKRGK
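Nuclease activity of 10 nM FEN1 was measured after 15 min of room-temperature exposure to titrated compounds, by adding 50 nM flap substrate and reading plates at 0 and 15 min.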
N370S GC mod: inhibits or activates N370S mutant glucocerebrosidase; Potency, µM (series often up to 59.4 µM), inactives show top-dose activity change, negative = inhibition, usual class: inhibitors; hit rate 0.092% among 330,000; P04062; N370S GC spleen homogenate, 4MU-glucoside fluorescence;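 further: 0% = full enzyme activity and -100% = no enzyme basal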
An asterisk follows results filed as active; u = inconclusive; x = not tested or not shown; & = joins results of further samples; [ ] = another dose, or the depositor's remark. The call rests on the fitted dose curve; in most records, active means well fitted curve in the direction sought with a large enough effect; inconclusive means small, poorly fitted or top-dose-only effect, or another doubt; inactive means no such curve, though single readings can be large; an effect the other way counts as inactive or inconclusive. Unless noted, on the % scale 0 is the no-effect control and ±100 the full control effect; potency means the concentration at half of the fitted maximal effect.

SMILES	TDP1 block	FEN1 inhibitor	N370S GC mod
Cc1ccc(NC(=O)Cc2c(C(=O)O)n(C)c3ccccc23)cc1F	-2.7%	2.3%	8.9%
CCOc1ccc(/C=C/c2nc(C#N)c(N3CCN(CC)CC3)o2)cc1	-2.3%	-6.7%	x
Cc1noc(C)c1-c1ccc2ncnc(NCc3cccc(F)c3)c2c1	-2.1%	x	-1.2%
O=C(CN1CCC(n2nnc3cc(F)ccc32)CC1)NCCc1nc2ccccc2[nH]1	2.0%	1.9%	2.8%[2.35 µM]
O=[N+]([O-])c1c(NCc2ccccc2)cc(N2CCc3ccccc3C2)c2nonc12	3.0%	7.5%	4.6%
Cc1cnc(NC2=NCCC2)s1	-2.5%	-6.3%	-2.2%
COc1c(C)cc(S(=O)(=O)NCc2ccco2)c(C)c1C	0.8%	3.3%	-5.6%
CCOc1ccccc1Nc1sc(C(=O)c2ccccc2)c(N)c1S(=O)(=O)c1ccc(C)cc1	-5.4%	7.6%	x
O=C(CN1C(=O)c2ccccc2C1=O)Oc1ccc(Cl)cc1	x	-8.0%	1.7%
CC(C(=O)N1CCCC1)N1CCN(S(=O)(=O)c2ccc(OC(F)(F)F)cc2)CC1 (stereo not given)	0.8%	-3.7%	x
CCOc1ccccc1C(=O)Nc1cc(=O)n(C)c(=O)n1C	x	3.3%	-11.2%
CNC(=O)NC(=S)NC(=O)c1cccc(Cl)c1	-2.7%	-3.1%	8.7%
CCN(CC)C(=O)c1ccc(N)cc1	0.0%	21.0%	-7.4%
Cc1ccc(CNC(=O)C2CC(c3cc(C(F)(F)F)cc(C(F)(F)F)c3)=NO2)o1 (stereo not given)	1.2%	u	1.7%
CC(C)c1ccc(NC(=O)C(c2ccc3c(c2)OCO3)N2CCCCC2)cc1 (stereo not given)	2.6%	-8.1%	3.7%
Nc1ncc(S(=O)(=O)c2ccc(Cl)cc2)c(N)n1	x	8.0%	-2.6%
CN(C)c1ccc(C2/C(=C(/O)c3ccc(Br)cc3)C(=O)C(=O)N2C)cc1 (stereo not given)	x	18.0%	-14.4%
O=C(O)c1ccc(N/N=C/C(Br)=C/c2ccccc2)cc1	7.0%	0.0%	-6.1%
Cn1c(=O)c2c(nc(N/N=C/c3ccncc3)n2Cc2ccccc2)n(C)c1=O	0.0%	-4.7%	-27.1%
CC(=O)c1ccc(Oc2ncnc(N)c2[N+](=O)[O-])cc1	x	14.3%	-2.2%
CC(=O)Nc1ccc(S(=O)(=O)N2CCCN(c3nc(C)cc(C)c3C#N)CC2)cc1	4.0%	-7.6%	-1.6%
O=C(Nc1cccc(Cl)c1)NC1CCN(C2CCCCC2)C1 (stereo not given)	x	-2.8%	-14.1%
COCCNC(=O)C(c1ccccc1C)N(C(=O)Cn1nnc2ccccc21)c1cccnc1 (stereo not given)	6.8%[56.1 µM]	-10.5%	-14.0%
CCN(CCO)CCCC(C)Nc1ccnc2cc(Cl)ccc12 (stereo not given)	4.3%	x	3.9%&-7.1%
CC(=O)Nc1ccc(S(=O)(=O)c2ccc(N)cc2)cc1	-4.8%&7.5%	-1.4%	-7.4%&-3.9%
Cc1cccc2c1-c1sc(C(=O)NCCCN3CCCC(C)C3)cc1CO2 (stereo not given)	2.7%	-12.3%	u
Cc1cccc(/N=C/c2nc(-c3ccccc3Br)oc2O)n1	5.3%	2.4%	1.7%
Cn1nnnc1SCC(=O)NC(=O)NCc1ccccc1	3.4%	6.1%	-11.6%
COc1ccc(CC(=O)NC2CC(=O)N(c3cccc(F)c3)C2)cc1 (stereo not given)	0.0%	17.9%	x
Oc1cc(NCc2ccc(F)cc2)cc2cccnc12	3.5%	-7.3%	x
N#Cc1cc(C(=O)c2cc(F)ccc2O)cn(Cc2ccccc2)c1=O	-2.6%	-11.5%	-7.4%
COc1cccc2c1OC1(C)CC2NC(=O)N1 (stereo not given)	8.0%	13.3%	0.7%
Cc1ccc(N2CCN(C(=O)c3c(C)oc4ncnc(N5CCOCC5)c34)CC2)c(C)c1	3.2%	14.6%	x
COc1cccc(CSc2nnnn2-c2ccc(O)cc2)c1	1.8%	-5.0%	17.7%
COc1ccc(-n2nc(C(=O)NCC(=O)NCCCN3CCOCC3)c3ccccc3c2=O)cc1	3.3%	-10.1%	-2.5%
COc1ccc(Cl)cc1N(C(=O)Nc1cccc(Cl)c1)C1=NCC(C)S1 (stereo not given)	2.7%	1.1%	-4.8%
CCOc1ccc(-c2n[nH]c(=S)o2)cc1	8.0%	-4.2%	-3.1%
CCOC(=O)Cc1nnc(NC(=O)CSc2ccc(Cl)cc2)s1	1.9%	12.0%	-29.8%
CCc1cc2c(=O)[nH]c(Cc3ccc(Cl)cc3)nc2s1	3.4%	-1.2%	19.8%
Nc1nnc(CCN2C(=O)CSC2=O)s1	-2.4%	-0.1%	3.2%
Cn1nc(-c2ccccc2)c(C(O)c2ccc(Cl)cc2)c1Cl (stereo not given)	1.1%	-13.9%	-4.1%
COc1cccc(NC(=O)CN(C)C(C)C(=O)N2CCCC2)c1 (stereo not given)	1.4%	5.6%	x
O=C(Nc1cccc(-c2nc3ccccc3s2)c1)c1cc(=O)c2ccccc2o1	-2.3%	15.1%	6.6%
CC1=C(C(=O)OCCOC(C)C)C(c2cc3c(cc2Br)OCO3)CC(=O)N1 (stereo not given)	0.0%	-19.3%	9.1%
Cc1nc(NC(=O)CC(C)C)sc1-c1csc(Nc2ccc(Cl)cc2Cl)n1	9.8%	-2.8%	u
CC(=O)c1cc2c(cc1N/C(=N/S(=O)(=O)c1ccc(C)cc1)c1ccccc1)OCO2	4.3%	-17.6%&-2.2%	12.1%
CCC(C(=O)c1ccccc1)N(C(=O)c1ccccc1Cl)N1C(=O)C2C3C=CC(C3)C2C1=O (stereo not given)	-1.1%	-14.3%	-0.5%
CC1(C(=O)OCC(=O)c2c[nH]c3ccccc23)CC1(Cl)Cl (stereo not given)	3.8%	7.5%	4.7%
CC(=O)Nc1ccc(/C=C2\Sc3ccccc3C2=O)cc1	1.4%	6.8%	-4.7%
CCC(C)Nc1nc(N)c([N+](=O)[O-])c(Nc2cc(OC)ccc2OC)n1 (stereo not given)	8.4%	u	1.9%
CCN(CC)CCN(Cc1cc2cc3c(cc2[nH]c1=O)OCO3)C(=S)NC	x	-7.4%	u
COc1ccc(NC2=C(Cl)C(=O)N(CCc3ccccc3)C2=O)cc1	1.9%	5.8%	-6.7%
O=C(Nc1cc2ccc(O)cc2oc1=O)c1ccccc1	0.0%	11.7%	x
C/C(=N/NC(=O)CCCOc1ccc(Cl)cc1Cl)c1ccc(C)o1	11.3%	4.5%	-15.1%
CCOc1cc(/C=C2\C(=O)N(c3ccc(C(N)=O)cc3)N=C2C)ccc1OC(=O)c1cccs1	4.0%	-2.4%	-27.0%
Nc1nc(CSC(=S)N2CCCCC2)nc(Nc2ccccc2)n1	0.0%	-14.2%	7.7%
O=c1c2ccccc2nnn1COc1cccc2ccccc12	-8.9%	3.7%	28.2%
Cc1noc(C)c1COc1ccc(C(=O)NCc2ccccn2)cc1	4.8%	0.1%	-5.7%
O=C(CSc1ccc(Cl)cc1)N1CCN(c2c(Cl)cccc2[N+](=O)[O-])CC1	4.0%	6.1%	-18.7%
CC1CCCCC1NS(=O)(=O)c1ccc2c(c1)CC(=O)N2C (stereo not given)	1.1%	-8.7%	-2.3%
The list goes on:
SMILES	TDP1 block	FEN1 inhibitor	N370S GC mod
Cc1ccc(S(=O)(=O)/C(C#N)=C/c2c[nH]c3ccccc23)cc1	0.0%	-0.4%	u
Cc1ccc(S(=O)(=O)N(C)CC(=O)NNC(=O)CCNS(=O)(=O)c2cccc(C)c2)cc1	-0.4%	-1.2%	x
S=c1[nH]nc(-c2ccccc2)n1/N=C/c1cccc(Br)c1	x	0.4%	-10.6%
O=C(CCOc1ccccc1)N(Cc1cccnc1)c1nc2c(F)cc(F)cc2s1	7.8%	-4.1%	x
CN(C(=O)NCc1noc2ccccc12)c1cccc(Cl)c1	-2.6%	12.0%	x
CC(NCc1ccc(N(C)C)cc1)C1CC2CCC1C2 (stereo not given)	7.6%	-10.7%	-1.9%
O=C(COC(=O)Cc1ccsc1)Nc1ccc(S(=O)(=O)N2CCOCC2)cc1	8.2%	-8.8%	6.5%
Brc1ccc(-c2nc3ncccn3c2NC2CCCCC2)o1	2.8%	3.5%	9.7%
CC(C)C12CN3CC(C(C)C)(CN(C1)C3c1ccco1)C2=O (stereo not given)	1.0%	-6.6%	-12.5%
Cc1ccc(S(=O)(=O)Cc2ccc(C(=O)NCc3cccs3)o2)cc1	-7.0%	4.5%	10.6%
Cc1nc(NC(CC(C)C)C(=O)O)c2nc(C)oc2n1 (stereo not given)	7.0%	-1.6%	5.3%
COc1ccc(-c2nnc(SCC(=O)N3CCC(C)CC3)o2)cc1	-2.5%	17.7%	x
CCOC(=O)C(N)CSC1CC(=O)N(CCc2ccccc2)C1=O (stereo not given)	2.9%	12.3%	u
CCOC(=O)c1ccc2[nH]c3c(c2c1)CCCCC3=O	7.5%	9.1%	0.9%
Cc1ccc2cc(CN(c3cccc(C)c3C)S(=O)(=O)c3ccccc3)c(=O)[nH]c2c1	1.2%	-23.7%	7.1%
CCOc1cccc(C(=O)Nc2cccc(-c3nnc(-c4ccccc4)o3)c2)c1	3.0%	-6.3%	15.1%
CC(C)CNC(=O)c1ccc2c(c1)C(=O)N(Cc1ccco1)C2=O	x	7.7%	-18.9%
Cc1c(C(=O)NCc2cccc(F)c2)oc2c1-c1[nH]ncc1CC2	0.0%	-17.6%	x
CC(C)=CCC[C@](C)(O)C1CC[C@]2(C)C1C(O)CC1[C@@]3(C)CCC(O)C(C)(C)C3C(O[C@@H]3OC(CO)C(O)C(O)C3O[C@@H]3OC(C)C(O)C(O)C3O)C[C@]12C (stereo not given in full)	-3.1%	15.0%	x
CCC(C)[C@H](NC(=O)NCCCn1ccnc1)C(=O)OC (stereo not given in full)	2.8%	8.6%	1.9%
O=C(COc1ccc(F)cc1Cl)N1CCN(C(=O)c2cccs2)CC1	-6.8%	-3.7%	x
O=C(Nc1nnc(S(=O)(=O)N2CCOCC2)s1)c1ccccc1F	6.2%&1.3%	-5.0%&7.1%	-8.9%
CCOc1ccc(/C=C/C(=O)Nc2ccc3[nH]c(=O)[nH]c3c2)cc1	1.1%	-8.1%	-5.9%
OCc1ccc(O)c2ncccc12	7.3%	-5.3%	9.2%

Complete entries from above:
`CC(C)CNC(=O)c1ccc2c(c1)C(=O)N(Cc1ccco1)C2=O` in the list: TDP1 block = x; FEN1 inhibitor = 7.7%; N370S GC mod = -18.9%
`O=C(Nc1nnc(S(=O)(=O)N2CCOCC2)s1)c1ccccc1F` in the list: TDP1 block = 6.2%&1.3%; FEN1 inhibitor = -5.0%&7.1%; N370S GC mod = -8.9%

The listing continues.
SMILES	TDP1 block	FEN1 inhibitor	N370S GC mod
Cc1c(C(=O)Nc2cnccn2)oc2ccccc12	6.9%	-6.6%	4.1%
O=C(N/N=C/c1ccsc1)c1cc(O)cc(O)c1	-3.9%	-1.1%	20.8%
Clc1ccc(C2CC(c3ccccc3)Nc3ncnn32)cc1 (stereo not given)	8.7%	15.8%	-0.8%
N#Cc1c(NCc2ccccc2)ccnc1NCc1cccnc1	2.8%	10.9%	0.1%
CS(=O)(=O)N1CCC(C(=O)Nc2ccc(Cl)c(C(F)(F)F)c2)CC1	4.3%	-19.0%	-6.3%
CCc1ccc(OCC(=O)NC(NC(=S)Nc2ccc(C)cc2C)C(Cl)(Cl)Cl)cc1 (stereo not given)	2.0%	0.9%	12.7%
COc1cccc(CN2CCC(n3nccc3NC(=O)CCOc3ccccc3)CC2)c1	1.0%	-5.1%	-4.2%
COc1cc(Nc2ncc3c(n2)CCN(Cc2cc(F)cc(F)c2)C3)cc(OC)c1	3.8%	-16.3%	x
CCOC(=O)N1CCC(N2CCCC(C(=O)c3cccc(OC(C)C)c3)C2)CC1 (stereo not given)	7.1%	1.5%	-17.8%
COc1ccccc1C1NC(=O)NC(C)=C1C(=O)OC1CCCC(C)C1 (stereo not given)	x	-14.3%	2.1%

Gathered by group, those above containing a CF3 group (three)
SMILES	TDP1 block	FEN1 inhibitor	N370S GC mod
CC(C(=O)N1CCCC1)N1CCN(S(=O)(=O)c2ccc(OC(F)(F)F)cc2)CC1 (stereo not given)	0.8%	-3.7%	x
Cc1ccc(CNC(=O)C2CC(c3cc(C(F)(F)F)cc(C(F)(F)F)c3)=NO2)o1 (stereo not given)	1.2%	u	1.7%
CS(=O)(=O)N1CCC(C(=O)Nc2ccc(Cl)c(C(F)(F)F)c2)CC1	4.3%	-19.0%	-6.3%

Grouped by structure: those above with a nitro group on carbon.
SMILES	TDP1 block	FEN1 inhibitor	N370S GC mod
O=[N+]([O-])c1c(NCc2ccccc2)cc(N2CCc3ccccc3C2)c2nonc12	3.0%	7.5%	4.6%
CC(=O)c1ccc(Oc2ncnc(N)c2[N+](=O)[O-])cc1	x	14.3%	-2.2%
CCC(C)Nc1nc(N)c([N+](=O)[O-])c(Nc2cc(OC)ccc2OC)n1 (stereo not given)	8.4%	u	1.9%
O=C(CSc1ccc(Cl)cc1)N1CCN(c2c(Cl)cccc2[N+](=O)[O-])CC1	4.0%	6.1%	-18.7%
